Screening results: PubChem, several laboratories
Yeast growth inh: chemicals that inhibit yeast BB579 growth in restrictive medium (lifespan-shortening candidates); S. cerevisiae BB579 growth, OD615, 48 h; inhibition, % at 10 µM; 140,000 tested, 0.51% active; AID 804;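 active = inhibition above a set limit, 3 SD over the mean compound inhibition, cut at about 44% in these data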; note: inactives centre near -24
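Detection: OD615 turbidity measurement; Material: Saccharomyces cerevisiae DeaD strain BB579, replicative lifespan model yeast; Timing: 48 h exposure, 30 °C; Doses: single 10 µM dose; Medium: CSMM-D restrictive synthetic medium containing dextrose (glucose); Controls: amphotericin B at 10 µg/mL as positive control.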
bCat KO growth: beta-catenin-lacking colon tumor cell growth suppression; HCT116 beta-catenin knockout viability, CellTiter-Glo, 60 h; stronger effect = lower value; viability, % at 10 µM; 140,000 tested, 1.5% active; AID 818;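 active = viability at or under a set limit, the compound median less 4 SD, cut at about 6% in these data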;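 note: 0% = Hyamine 1622 control at 20 µM and 100% = untreated cell control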
PTEN del growth: PTEN-deleted cell growth suppression. HCT116 PTEN-null viability, CellTiter-Glo, 60 h; stronger effect = lower value. viability, % at 10 µM. 140,000 tested, 1.2% active. AID 827;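 active = viability at or below a set limit, 4 SD under the median of all tested compounds, cut at about 3.7% in these data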;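 note: PTEN knockout HCT116 line with beta catenin targeted HCT116 as companion control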
E-sel TNF inh: TNF alpha driven E-selectin expression inhibition; HUVEC TNFa-induced E-selectin immunofluorescence, high content; inhibition, % at 2 µM; 120,000 tested, 0.71% active;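 active = inhibition above the batch mean plus 3 SD, and confirmed as a hit on visual image review, cut at about 43% in these data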;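 note: 0% = TNF-stimulated DMSO wells and 100% = unstimulated control wells; not every result past the cut was called active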
MRP-1 activ: activates MRP-1. H69AR cells + doxorubicin, viability rescue, CellTiter-Glo. viability increase, % at 10 µM. 140,000 tested, 0.61% active. AID 799;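 active = viability gain under doxorubicin at or above a set limit, the compound median plus 3 SD, cut at about 4.7% in these data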;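 note: MRP-1 overexpressing cells given doxorubicin 25 µM after compound pretreatment; 18-22 h compound pretreatment then 72 h with doxorubicin before readout; 0% = doxorubicin-only wells and 100% = vehicle-treated cells without doxorubicin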
NPY Y2 blocker: antagonists of human neuropeptide Y receptor Y2; 140,000 tested, 0.99% active; inhibition, % at 2.7 µM; NPY-Y2 expressing cells, antagonist mode; AID 793; in the data active = inhibition above about 17%;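 note: 0% = vehicle with agonist challenge and 100% = reference antagonist with challenge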
Target sequence (P49146 whole entry, looked up): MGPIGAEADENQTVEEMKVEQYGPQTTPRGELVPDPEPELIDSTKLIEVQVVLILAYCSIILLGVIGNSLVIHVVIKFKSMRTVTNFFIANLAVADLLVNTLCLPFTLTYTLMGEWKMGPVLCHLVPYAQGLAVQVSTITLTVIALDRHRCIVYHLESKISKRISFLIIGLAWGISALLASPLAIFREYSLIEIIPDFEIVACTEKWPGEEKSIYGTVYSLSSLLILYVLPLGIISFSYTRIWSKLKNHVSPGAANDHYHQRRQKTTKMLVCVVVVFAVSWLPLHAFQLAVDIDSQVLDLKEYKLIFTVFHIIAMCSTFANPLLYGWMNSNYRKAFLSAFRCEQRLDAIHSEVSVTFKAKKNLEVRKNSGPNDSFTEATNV
Phagocytosis inh: blocks phagocytosis by macrophages; J774A.1 macrophage IgG-bead phagocytosis, imaging; inhibition, % at 5 µM; 110,000 tested, 0.07% active; AID 1029;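 active = inhibition above the mean of the plate negative controls plus 5 SD, cut at about 13% in these data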;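 note: phagocytic index as fraction of beads internalized from green versus red external bead signal; plate controls were DMSO negative control for no effect and cytochalasin-D positive control for full effect; some results beyond the cut were filed as inactive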
GALR2 blocker: blocks the human galanin receptor 2; inhibition, % at 4 µM; O43603; 140,000 tested, 0.39% active; GALR2-expressing cells, antagonist mode; in the data active = inhibition above about 27%;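 note: cells stimulated with galanin 1-16 at roughly its EC80; 0% = agonist challenge control and 100% = basal control without agonist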
Target sequence (O43603 whole entry, looked up): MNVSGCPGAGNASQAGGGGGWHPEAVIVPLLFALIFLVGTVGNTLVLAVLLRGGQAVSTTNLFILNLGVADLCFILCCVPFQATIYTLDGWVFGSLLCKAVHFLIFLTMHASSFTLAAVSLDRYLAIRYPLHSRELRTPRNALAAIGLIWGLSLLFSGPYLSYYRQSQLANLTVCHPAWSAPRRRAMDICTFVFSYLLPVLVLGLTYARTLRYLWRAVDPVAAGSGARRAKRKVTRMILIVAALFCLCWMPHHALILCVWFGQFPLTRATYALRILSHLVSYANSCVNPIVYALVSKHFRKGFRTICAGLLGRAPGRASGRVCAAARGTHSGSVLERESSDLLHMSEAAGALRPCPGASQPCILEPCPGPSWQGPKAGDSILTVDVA
Yeast lifespan up: extends the lifespan of yeast | 130,000 tested, 0.68% active | inhibition of the nicotinamide effect, % at 10 µM | S. cerevisiae growth with nicotinamide, OD615; deaD strain in restrictive glucose medium;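 active = inhibition above a set limit, placed 3 SD over the median of all compounds, cut at about 26% in these data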;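 note: 0% = nicotinamide-treated wells and 100% = cells grown without nicotinamide; some compounds called inactive have numbers as strong as hits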
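Assay system: DeaD-strain S. cerevisiae. Medium: CSMM-D glucose medium, restrictive. Reagent: nicotinamide, 1.5 mM, co-present with compound. Compound: 10 µM single point, 0.25% DMSO. Schedule: culture preincubation 4 h, compound exposure 48 h, both 30 °C. Detection: absorbance at 615 nm.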
Measles CPE: protection of cells from measles virus; Measles virus-infected cells, CPE protection, absorbance; protection (pct of control), % at 4 µM; 140,000 tested, 1.5% active; in the data active = protection mostly above about 24%, no sharp cut-off; inactive = mostly below about 26%; note: some compounds called inactive have numbers as strong as hits
Active calls of the source: *; · = no result given; & = joins results of further samples. Rows were taken by chance; overall some 6.1% were active at least once.

Structure	Yeast growth inh	bCat KO growth	PTEN del growth	E-sel TNF inh	MRP-1 activ	NPY Y2 blocker	Phagocytosis inh	GALR2 blocker	Yeast lifespan up	Measles CPE
O=[N+]([O-])c1cc(C(F)(F)F)ccc1NCCCCNS(=O)(=O)c1ccc2ccccc2c1	-32	74	67	-9	-3.5	5	·	-9	-1	13
Oc1ccc(-c2csc(Nc3cccnc3)n2)cc1	-50	95	88	-10	-1.6	2	-2	5	-4	10
Cc1cc(C)cc(OCC(=O)Nc2ccccc2N2CCCCC2)c1	-55	68	62	-5	-5.0	1	0	-12	-4	8
CC(C)CC(=O)N1CCC(O)(CS(=O)(=O)Cc2ccccc2)CC1	-12	87	106	28	-1.2	-1	·	-8	-10	12
Cn1c(=O)[nH]c(=O)c2c1nc(CN1CCN(c3ccccc3F)CC1)n2CCCc1ccccc1	-17	82	81	-16	-5.3	3	·	4	·	35
Cc1ccc(S(=O)(=O)Nc2nc(C)c(NC(=O)OCCCl)s2)cc1	-48	100	93	16	-0.4	5	-1	-2	18	26
CCCCS(=O)(=O)CC(COc1ccccc1)OC(=O)c1ccccc1 (stereo not given)	-16	15	21	-8	-5.1	5	·	-1	6	35
CCC1CCCCN1CCNC(=O)c1[nH]c(C)c(C(C)=O)c1C (stereo not given)	-17	92	91	·	-2.3	1	2	-9	-4	19
O=C(O)Cn1c(O)c(C=Nc2ccccc2)sc1=S	-32&-53	89&97	85&98	10&17	-1.2&0.0	1&1	2	-2&2	-7&-10	6&7
CCOC(=O)c1c(C)[nH]c(C=O)c1Cc1cccc(Cl)c1	-41	65	60	·	-4.0	10	-9	-16	9	10
CCCc1nc2ccc(NC(=O)c3cccs3)cc2c(=O)n1Cc1ccc(Cl)cc1	-22	71	55	·	4.4	0	-1	4	3	5
O=C(COc1ccc(Cl)cc1Cl)OCn1nnc2ccccc2c1=O	-24	86	88	5	-2.0	6	0	4	-11	3
Cc1cc(C)c(OCCNC(=O)c2ccccc2Sc2ccccc2C#N)c(C)c1	-35	42	45	·	-1.7	2	-4	4	2	5
Cc1ccc2c(c1C)NC(C(=O)O)C1CC=CC21 (stereo not given)	-74	88	96	·	-0.8	·	·	·	5	5
Cc1c(Cl)cccc1NC(=O)CCC(=O)NNC(=O)c1ccco1	-27	97	90	-9	-1.4	0	3	2	-9	5
O=C(CN1C(=O)C2C3C=CC(C3)C2C1=O)N1CCc2ccccc2C1 (stereo not given)	-23	89	100	7	-1.6	2	·	3	-22	3
C[C@@H](C(=O)O)[C@H]1C[C@]1(C)[C@H](NC(=O)OCc1ccccc1)c1ccccc1	-3	81	86	16	-2.2	-2	·	-2	19	16
CCN1CCC(=NNC(=O)c2ccc(C)c([N+](=O)[O-])c2)CC1	-38	90	96	26	-0.6	-1	2	-3	-7	3
O=C(NC1CCCCC1)C(c1ccc2ncccc2c1)N(Cc1ccco1)C(=O)c1ccc2c(c1)OCCO2 (stereo not given)	-47	84	77	-5	-3.0	1	·	2	-3	9
O=C1C(CCS(=O)c2ccccc2)C(=O)N(c2ccccc2)N1c1ccccc1 (stereo not given)	-55	85	71	·	-2.4	-2	·	8	1	44
COc1ccc(CNC(=O)/C=C/c2ccc(OCCCF)cc2)cc1	-39	96	79	16	-0.3	0	·	-14	-23	28
O=C(NC(=S)N1CCOCC1)C12CCC3CC(CC(C3)C1)C2	-28	81	93	·	0.9	0	10	-7	7	8
COc1ccc(N2CCN(C(=O)c3ccc(COc4ccc5c(C)cc(=O)oc5c4)cc3)CC2)cc1	-19	65	91	12	-2.2	2	-4	-4	6	5
COC(=O)Nc1cccn(Cc2c(Cl)cccc2Cl)c1=O	-49	103	91	19	0.7	-2	·	2	3	9
Cc1ccc(OCC(=O)Nc2ccc3c(c2)OC(F)(F)O3)c([N+](=O)[O-])n1	-27	90	84	·	1.2	-2	-7	-10	-5	6
O=C(Nc1sc2c(c1C(=O)c1ccccc1)CCCC2)c1cccnc1	-35	105	91	·	-1.1	1	-3	7	3	15
CC1CCC2(CC1)C(Nc1cccc(Cl)c1)=NC(=S)N2CC#N (stereo not given)	-20	67	62	-13	3.9	3	·	-16	·	5
CSC1=NCCN1C(=O)Cc1cccs1	18	95	104	·	0.1	0	0	5	-2	22
Cc1ccc(C(=O)NNC(=S)NC(=O)COc2ccccc2)cc1	-30	14	20	-27	-0.4	1	·	-1	0	15
COc1ccc(-c2c(C#N)c(N)nc3sc(C(=O)c4ccc(C)cc4)c(N)c23)cc1	-17	86	73	·	0.2	1	·	-2	1	28

Structure	Yeast growth inh	bCat KO growth	PTEN del growth	E-sel TNF inh	MRP-1 activ	NPY Y2 blocker	Phagocytosis inh	GALR2 blocker	Yeast lifespan up	Measles CPE
O=C(c1cc2ccccc2o1)c1nc2c(n1O)CCCCC2	-35	87	91	-29	-2.7	6	-1	3	0	12
CCSc1nnc(NC(=O)c2cccnc2Cl)s1	-12	96	95	5	1.3	3	·	6	·	5
Cc1nnc(SCCCN2C(=O)c3ccccc3C2=O)o1	-23	110	104	27	1.2	2	-2	0	8	9
CCN(CC)S(=O)(=O)c1cc(C(=O)n2cccn2)c(Cl)cc1Cl	-26	91	94	1	-3.2	0	-1	-10	-8	1
COCCn1nnnc1C(c1cc2cc(OC)ccc2[nH]c1=O)N1CCC(Cc2ccccc2)CC1 (stereo not given)	-49	3.0*	2.7*	9	-6.0	2	·	-3	-21	7
CCN1CCCC1CNC(=O)C1c2ccccc2C(=O)N(CCOC)C1c1ccc(F)cc1 (stereo not given)	5	95	95	·	-4.2	5	1	2	2	5
Cc1ccc(/C=C(\NC(=O)c2ccc(C)cc2)c2nc(=S)[nH][nH]2)cc1	-46	68	43	-73	-2.6	2	-6	-1	-13	13
O=C(c1ccco1)N1CCN(c2ncnc3c2[nH]c2ccccc23)CC1	-14	61	62	·	-4.9	2	-1	23	-20	16
CCCn1c(SCC(=O)N2CCN(S(=O)(=O)c3ccc(Cl)cc3)CC2)n[nH]c1=O	6	79	81	·	-0.7	-1	0	11	-13	9
O=C(COc1ncnc2ccccc12)NC1CCS(=O)(=O)C1 (stereo not given)	-4	87	94	7	0.1	6	0	-6	-7	2
O=c1cc(N2CCCCC2)c(-c2ccccc2)nn1Cc1ccc(Cl)cc1Cl	-58	68	68	16	-1.0	-1	·	-2	-5	43*
O=C1CCCc2nc(N3CCN(C(c4ccccc4)c4ccccc4)CC3)ncc21	-61	82	66	8	2.3	4	-1	-6	-12	11
O=C(CN1C(=O)c2cccc3cccc1c23)N1CCN(c2ccc(F)cc2)CC1	-38	114	110	·	-0.5	3	2	-2	-3	9
COc1ccc(Cc2nc(-c3ccc(-n4cccc4)cc3)no2)cc1OC	-8	22	24	-24	1.0	16	1	-1	-2	13
COc1cccc(C(=O)Cn2c(NCCO)nc3ccccc32)c1	-27	88	91	7	-2.6	2	·	3	·	9
COc1ccc(COc2ccsc2C(=O)Nc2ccc(Cl)c(Cl)c2)cc1	-49	56	45	21	-2.5	1	·	16	-22	5
C=C(C)C1CCC(C)=C1CC(C)(C)/C=N\n1cnnc1 (stereo not given)	-5	79	76	-12	-2.9	1	2	5	-3	14
O=C(CN1CCOCCOCCOCCOCC1)Nc1ccccc1	-17	100	103	-8	0.4	0	·	3	·	7
COC(=O)c1cc2oc(C)cc2n1CC(=O)Nc1cc(C)cc(C)c1	-55	94	100	-11	-1.2	5	0	1	-11	3
Cc1ccc2nc(C)c(C(=O)N/N=C/c3cccc([N+](=O)[O-])c3)cc2c1	-44	94	100	·	-0.5	3	-6	6	-4	11
CCOC(=O)c1c(C)[nH]c(C(=O)C(C)Sc2ccc(Cl)cc2)c1C (stereo not given)	-69	79	78	-15	-0.4	34*	·	-4	-17	3
CN(CCCNC(=O)C1CCN(S(=O)(=O)N2CCC3(CC2)OCCO3)CC1)Cc1ccccc1	-14	108	111	12	-0.8	2	-1	-12	4	3
O=C(NCCO)C1(c2ccccc2)CCCC1	-41	108	108	-38	0.0	2	0	3	10	24
Cn1c(=O)n(Cc2ccccc2)c(=O)c2c1nc(NCC1CCCO1)n2Cc1ccccc1 (stereo not given)	-36	67	65	-4	-2.0	2	-1	-7	-2	11
O=C(Nc1cccc(-c2nc3ccccc3s2)c1)C1=COCCO1	-43	87	83	·	-0.8	1	-6	2	-4	5
CC(=O)C1=C(O)C(=O)N(c2nccs2)C1c1ccc(Br)cc1 (stereo not given)	26	103	96	-23	-1.6	2	0	-13	-15	21
O=c1c2ccccc2c2ccccc2c(=O)n1Cc1ccco1	-50	94	101	-15	-2.5	4	1	3	-4	3
CCOCC(=O)Nc1nc(-c2ccccc2)c(CC)s1	-45	100	92	·	-0.5	-1	-1	1	-10	2
COc1ccc(N(CC(=O)NCc2ccco2)S(=O)(=O)c2c(C)nn(C)c2C)cc1	-6	91	102	·	-3.2	-3	1	0	-7	17
COCC(=O)Nc1nnc(Cc2ccc(OC)cc2)s1	-15	92	100	11	-1.1	3	·	-2	·	7

Structure	Yeast growth inh	bCat KO growth	PTEN del growth	E-sel TNF inh	MRP-1 activ	NPY Y2 blocker	Phagocytosis inh	GALR2 blocker	Yeast lifespan up	Measles CPE
CN(C)CCCN1C(=O)c2oc3ccccc3c(=O)c2C1c1cccs1 (stereo not given)	-35	102	104	-19	-1.2	-1	-1	3	-17	4
CN1C(=O)CSc2ccc(NC(=O)NCc3cccnc3)cc21	-15	89	92	-11	-0.2	1	-2	13	-10	31
Cc1nn(-c2ccccc2)c(N2CCCC2)c1/C=N/Nc1ccc(S(=O)(=O)Nc2ccccc2)cc1[N+](=O)[O-]	-8	41	23	·	-3.8	-5	-3	10	4	5
O=C1c2ccccc2C(Nc2ccc3nc(-c4cccnc4)[nH]c3c2)N1Cc1ccco1 (stereo not given)	-29	67	78	11	-4.5	1	0	1	3	8
Cc1c(Cl)cccc1NC(=O)CC1SC(=NCC2CCCO2)NC1=O (stereo not given)	-6	99	98	·	2.6	0	-3	-1	-2	23
CC(C)(C)c1ccc2c(c1)C(=O)c1ccccc1C2=O	-10	70	68	0	1.2	3	-15	-7	-5	21
Cc1cc(-c2nc3ncccc3o2)ccc1NC(=O)CC(C)C	-40	104	111	·	0.3	3	-1	6	-2	10
Cc1cc(C)c(S(=O)(=O)NCc2ccc3c(c2)cc(C)n3C)c(C)c1	-43	87	103	-6	-3.1	15	0	-5	9	15
CC1CCCC(C)N1C(=O)CSc1nnnn1-c1cccc2c1CCCC2 (stereo not given)	-12	81	87	-15	-2.6	15	·	3	-9	22
Cc1ccccc1CSc1nnc(NC(=O)Cc2cccs2)s1	-30	92	89	41	-0.9	9	-3	-5	1	3
CCOC(=O)C1CCCN(Cc2cccs2)C1 (stereo not given)	-29	86	100	3	-3.0	4	0	-4	-1	2
